From PubChem
GlmU inhibition = inhibition of mycobacterial GlmU enzyme – biochemical, glucosamine-1-phosphate acetyltransferase (AID 1376); one-dose inhibition, %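 (tested at 30 µM in the primary screen)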; IC50 in µM for titrated hits; 220,000 compounds, 0.25% hits; M. tuberculosis GlmU acetyltransferase enzyme assay; higher % means a stronger effect; in the data active = inhibition above about 13%; inconclusive = no clear call, values can overlap the other calls;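 also: 0% = complete reaction with vehicle and 100% = reaction without substrate; strong numbers were not always called active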
Mtb RmlCD inh = M. tuberculosis RmlC/RmlD inhibition; RmlC+RmlD coupled enzyme assay, percent inhibition; primary screen in compound mixtures; 160,000 compounds, 0.03% hits; inhibition, % at 3.6 µM; in the data active = inhibition mostly above about 34%, no sharp cut-off; inconclusive = no clear call, values can overlap the other calls; inactive = mostly below about 22%; also: some results filed as inactive read as strong as hits
Target sequence (P9WH09 whole entry, looked up): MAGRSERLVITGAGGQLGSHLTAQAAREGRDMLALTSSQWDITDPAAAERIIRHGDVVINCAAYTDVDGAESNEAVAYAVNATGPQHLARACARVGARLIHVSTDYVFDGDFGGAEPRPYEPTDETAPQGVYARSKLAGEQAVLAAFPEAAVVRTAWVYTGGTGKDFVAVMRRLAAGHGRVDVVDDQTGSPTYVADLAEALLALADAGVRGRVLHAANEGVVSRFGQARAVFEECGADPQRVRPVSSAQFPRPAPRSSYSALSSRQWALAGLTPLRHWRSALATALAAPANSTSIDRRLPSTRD
Target sequence (P9WH11 whole entry, looked up): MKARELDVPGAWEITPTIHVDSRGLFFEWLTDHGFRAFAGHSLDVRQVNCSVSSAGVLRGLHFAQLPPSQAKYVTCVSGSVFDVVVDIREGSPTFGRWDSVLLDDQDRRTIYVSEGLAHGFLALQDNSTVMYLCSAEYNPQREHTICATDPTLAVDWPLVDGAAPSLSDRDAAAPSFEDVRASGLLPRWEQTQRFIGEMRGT
* hit, by the source's call; ? = inconclusive; . = not tested or not shown; & = joins results of further samples. The list is partial; count on the stated rates, not on these rows.

smiles | GlmU inhibition | Mtb RmlCD inh
CCCCc1ncc(CN2CCC(CC3CCCCO3)(C(=O)OCC)CC2)[nH]1 (stereo unspecified) | -6.3% | 10
CN(C)C(=O)c1nc(C#N)c(N(C)C)o1 | 6.4% | .
COc1ccccc1N1CCN(c2cc(=O)n(-c3ccc(Br)cc3)c(=O)[nH]2)CC1 | 1.9% | 0
COC(=O)C1=C(O)C2(C(=O)O)CC(C(=O)OC)=C(O)C(C(=O)O)(C1)C2 | 2.8% | 4
CCOc1cccc(-c2nn3c(-c4ccco4)nnc3s2)c1 | 2.8% | 0
CCOC(=O)c1csc(NC(=O)c2ccc(S(=O)(=O)N(C)C)cc2)n1 | -4.4% | 6
CCCSc1nc2c(c(=O)[nH]c(=O)n2C)n1Cc1ccc(C)cc1 | -6.0% | .
COC(=O)c1ccc(C(=O)OCCCc2nc3ccc(N)cc3[nH]2)cc1 | -1.7% | .
Cn1c(SCCC#N)nnc1-c1ccc(F)cc1 | 6.0% | -7
O=C1C(=O)c2ccccc2C(O)=C1c1ccccc1F | 5.6% | .
O=C(O)CCC(=O)NNc1ccccc1[N+](=O)[O-] | 2.1% | -6
COC(=O)c1cc(-c2c(C)nn(-c3ccccc3)c2C)n[nH]1 | -4.1% | 10
COc1ccc(CN2CC(C(=O)NCCC3=CCCCC3)CC2=O)cc1 (stereo unspecified) | 3.4% | -1
Cc1ccc(NC(=O)c2ccco2)c(NC(=O)c2cccs2)c1 | 1.1% | 6
COC12NC(=O)N(C)C1(OC)C(=O)N(C)C(=O)N2C (stereo unspecified) | -6.4% | 20
Cc1c(-c2ccc(F)cc2)nc(N)c(C#N)c1-c1cccs1 | -7.5% | 14
CCN(CC)C(=O)N1c2ccccc2C=Cc2ccccc21 | -2.0% | -1
O=C(Nc1cccc(S(=O)(=O)N2CCCCCC2)c1)c1cc(=O)c2ccccc2o1 | -3.7% | -4
Cc1c(NC(NC(=O)CC(C)C)C(Cl)(Cl)Cl)c(=O)n(-c2ccccc2)n1C (stereo unspecified) | 1.6% | .
CNc1nc2c(C)cccn2c(=O)c1C=Nc1ccc(OC)cc1 | 1.6% | 11
CCCn1c(N2CCN(CC(=O)c3c[nH]c4ccccc34)CC2)nc2c1c(=O)[nH]c(=O)n2C | 4.3% | .
Cc1cc(C)c(C)c(Cn2c(CO)nc3ccccc32)c1C | 0.6% | .
O=C(O)CCC(=O)NNC(=O)CCC(=O)Nc1ccccc1 | -1.6% | .
CCOC(=O)C1=C(C)C(c2ccccc2)NC(=S)N1 (stereo unspecified) | -2.4% | -5
CC(C)N(Cc1cc2ccccc2[nH]c1=O)C(=O)C(C)(C)C | 2.0% | ?
Cc1ccc(NNC(=O)c2snnc2C)cc1Cl | 0.2% | -3
CCN(CC(=O)Nc1ccc2c(c1)OCCO2)C(=O)CC1CCCC1 | -4.7% | .
CCOc1ccc(C2N(c3ccc(Cl)cc3)C(=O)C3CCCN32)cc1OC (stereo unspecified) | -2.4% | 3
Cc1ccc(C(=O)CC2(O)C(=O)N(CN3CCOCC3)c3ccccc32)cc1 (stereo unspecified) | 2.2% | .
CC(C)(C)NC(=O)c1ccc(Sc2ccccc2)c([N+](=O)[O-])c1 | 1.7% | -7
COc1ccc(/C=C/C(=O)NCCN2CCOCC2)cc1OC | 1.5% | -9
NC(=O)NC(=O)CSc1nnc(-c2ccco2)n1Cc1ccccc1 | 1.2% | .
C/C(=N\NC(=O)CSc1nc2nc(C)cc(C)n2n1)c1ccccc1 | 2.4% | -2
CC(C)[C@H](NC(=O)Cc1ccccc1)C(=O)OCc1cc(=O)n2c(n1)sc1ccccc12 | 6.4% | 6
NC(N)=N/N=C/c1ccc(Cl)c(Cl)c1 | -1.0% | 65
CCN1CCCc2cc(CN(CCN3CCOCC3)C(=S)Nc3ccccc3C)ccc21 | -0.7% | 4
CN(CC(=O)Nc1ccc(S(=O)(=O)N2CCCC2)cc1)Cc1ccc(Cl)c(Cl)c1 | -0.7% | 4
Cc1cc(C(=O)NC2CCCc3ccccc32)c(C)o1 (stereo unspecified) | 1.4% | 4
CC(C)Cn1c(N)c(C(=O)COC(=O)c2cccc(F)c2)c(=O)n(C)c1=O | 6.3% | 14
O=C(NCc1cccs1)C(=O)NCC(c1ccco1)N1CCN(c2ccc(F)cc2)CC1 (stereo unspecified) | -0.3% | -7
Cc1c(Nc2nc(-c3ccccc3)cs2)c(=O)n(-c2ccccc2)n1C | 2.9% | 4
CC(=O)Nc1cc(C(=O)OCC(=O)c2ccccc2)ccc1C | -2.6% | 2
COc1cc(OC)c(S(=O)(=O)Nc2ccc(C(=O)N3CCCC3)cc2)cc1NC(C)=O | -1.1% | -9
COCCCNC(=S)Nc1ccc(CC(=O)O)cc1 | -3.8% | -2
Nc1ccc(OC(=O)Nc2ccc(O)cc2)cc1 | -1.4% | -4
O=C1N(Cc2cccc(Cl)c2)C[C@@H]2C[C@@H](c3ccc4nonc4c3)N3CCC[C@@]123 | 3.1% | -7
O=C(O)c1cccnc1Cl | 1.8% | 9
Fc1ccc(-c2nc3c(-c4ccc(Cl)cc4)cnn3cc2CCN2CCOCC2)cc1 | 0.2% | 10
Cc1ccc2c(O)c(C)c(=O)[nH]c2n1 | -0.4% | 4
CC(=O)Nc1ccc(C(=O)OCc2ccccc2Br)cc1 | -0.2% | 7
COCCN(C(=O)CNC(=O)c1cccs1)C(C(=O)NC(C)(C)C)c1ccccc1 (stereo unspecified) | 1.9% | 11
CN(C)c1ccc(-c2noc(C3CCN(C(=O)Nc4ccc(Cl)cc4)CC3)n2)cc1 | 0.1% | -3
O=C(Nc1ccccc1)Nc1ccccn1 | -3.0% | 9&64
Nc1ccc2nc3c(=O)[nH]c(=S)[nH]c3nc2c1 | 14µM* | 0
O=C(CN1C(=O)/C(=C\C=C\c2ccccc2)SC1=S)Nc1ccc(F)cc1 | 3.1% | -10
Cc1ccccc1C(=O)NNC(=O)CCC(=O)Nc1cccc(Cl)c1C | 4.0% | -2

(continued)
smiles | GlmU inhibition | Mtb RmlCD inh
COc1cccc(NC(=O)C(OC(=O)c2ccccc2NS(=O)(=O)c2cccs2)c2ccccc2)c1 (stereo unspecified) | 4.5% | -15
CSc1ccc(C2C(C#N)=C(N)Oc3cc4c(cc32)OCO4)cc1 (stereo unspecified) | 1.7% | 12
N=c1c2c(-c3ccccc3)c(-c3ccccc3)n(Cc3ccccc3)c2ncn1CCCO | -5.2% | 0
COC(=O)C1=NN(C(=O)c2ccccc2)C(C)(O)C1 (stereo unspecified) | -2.6% | .
Cc1cc(/C=C\c2ccccc2)nc2ccccc12 | -5.1% | -1
Cc1cn(CCC(=O)Nc2ccccc2N2CCOCC2)c2ccccc12 | 1.4% | .
CCOC(=O)Cc1cnc(NC(=O)CSc2nc(C)cc(C)n2)s1 | 1.3% | 3
Cc1nc(CCNC(=O)CC2C(=O)NCCN2Cc2ccccc2F)sc1C (stereo unspecified) | 3.3% | .
Cc1cc(NC(=O)CC#N)n(-c2ccccc2)n1 | 6.0% | 8
CCCCNC(=O)c1nc2ncc(Br)cn2n1 | -1.2% | -4
CCOC(=O)c1c(C)[nH]c(C)c1C(=O)CSc1nc2ccccc2n1CCOC | 2.8% | 8
Cn1c(=O)c2c(nc(NCc3ccc4c(c3)OCO4)n2C)n(C)c1=O | -2.8% | 4
COC(=O)c1ccccc1NC(=O)C1CC(=O)N(c2ccccc2)C1 (stereo unspecified) | 3.7% | -6
CC1=C(C#N)C2(O)C(=O)c3ccccc3C2(O)N1 (stereo unspecified) | 6.5% | -2
Cc1ccccc1NC(=S)NCCc1c[nH]c2ccccc12 | -2.0% | -6
COc1ccc(CCNC(=O)CCCOc2ccc(C)cc2)cc1OC | -5.1% | .
c1cnc(N2CCN(Cc3ccc4c(c3)OCO4)CC2)cn1 | -0.3% | 14
CC(NC(=O)OC1CCCCC1)N1C(=O)C2C3C=CC(C3)C2C1=O (stereo unspecified) | -7.5% | 12
Cc1cc(C)n(C2CCCCC2OC(=O)CCc2ccccc2)n1 (stereo unspecified) | -2.5% | 11
CCOC(=O)C1CCCN(C(=O)COC(=O)C2=COCCO2)C1 (stereo unspecified) | -2.3% | 8
CC(C(O)c1ccc(O)cc1)N1CCC(Cc2ccccc2)CC1 (stereo unspecified) | 3.4%&-6.0% | 5
O=C(Cc1ccc(Cl)cc1)Nc1nc2ccccc2[nH]1 | 0.1% | 11
O=C(NCc1cccs1)c1nc(-c2cccs2)no1 | -2.1% | 3
Cc1ccc2nc(-c3ccc(NC(=O)COC(=O)c4cncc(Br)c4)cc3)sc2c1 | -1.8% | -8
Clc1nc2ccccc2nc1-c1ccccc1 | -11% | 5
O=C(O)c1ccc(Cn2c(SCc3cc(=O)n4cc(Br)ccc4n3)nc3ccsc3c2=O)cc1 | 0.1% | -8
COc1ccc(OCCN2C(=O)NC(C)(c3ccc(C)cc3)C2=O)cc1 (stereo unspecified) | 7.8% | 4
O=C(NCc1ccco1)/C(=C\c1cccs1)NC(=O)c1cccs1 | -7.8% | 26
COC(=O)c1ccccc1SC(CC(=O)c1ccccc1)c1ccc(F)cc1 (stereo unspecified) | -3.9% | 42
CC(NC(=O)C(NC(=O)C1CCCN1C(=O)OC(C)(C)C)C(C)C)C(N)=O (stereo unspecified) | -3.5% | 14
COc1ccc(C(=O)C[n+]2cn(C(F)F)c3ccccc32)c(F)c1 | -8.5% | -3
CC(C)(C)OC(=O)N1CCN(c2ccc([N+](=O)[O-])cc2)CC1 | -1.0% | .
O=C(O)CSc1nnnn1-c1ccccc1 | -6.3% | .
CC/C(O)=C1\C(=O)CCCC1=NCc1nc2ccccc2[nH]1 | -2.3% | -8
O=C(Nc1ccc(F)c(F)c1)c1ccccc1-c1ccccc1 | -3.8% | 1
O=C(Oc1ccc(Br)cc1C(=S)N1CCCCC1)c1cc([N+](=O)[O-])cc([N+](=O)[O-])c1 | 2.5% | -7
Cc1cc(C)c(-c2cc(NC(=O)CSc3nncn3C)n(-c3ccccc3)n2)cc1C | 3.2% | 17
Cc1onc(-c2c(Cl)cccc2Cl)c1C(=O)NC(C)(C)CO | 1.7% | .
Cc1sc2nc(CN3CCN(c4ccc(O)cc4)CC3)[nH]c(=O)c2c1C | -0.4% | .
CCCC(=O)Nc1ccc(Cl)c(NC(=O)c2cccnc2)c1 | -3.2% | 5
Cc1cc2ccc(C)c(C)c2nc1SCC(=O)c1cccs1 | -1.5% | 15
CSc1nnc2c3ccccc3n(Cc3ccccc3)c2n1 | -1.0% | 4
Cc1[nH]nc(-c2ccc(O)cc2O)c1-c1ccc(Cl)cc1 | 2.8% | 25
CCc1cc2c(=O)c(-c3nc4ccccc4n3C)c(COCC(=O)O)oc2cc1O | 0.8% | 2
COc1cc(C)ccc1OCCOCCOc1c(C)cc(C)cc1Br | -5.5% | .
CN(C)Cc1cnc2ccc(Cl)cn12 | 0.2% | -7
O=c1[nH]c2ccc(NC(=S)NCCc3ccccc3)cc2[nH]1 | 1.5% | 0
O=C(N/N=C/c1ccccc1C(=O)O)c1cc(-c2ccc3c4c(cccc24)CC3)n[nH]1 | 9.2% | -8

Some values from the results shown:
Cc1ccc2nc(-c3ccc(NC(=O)COC(=O)c4cncc(Br)c4)cc3)sc2c1 – Mtb RmlCD inh = -8
O=C1N(Cc2cccc(Cl)c2)C[C@@H]2C[C@@H](c3ccc4nonc4c3)N3CCC[C@@]123 – GlmU inhibition = 3.1%
CCN(CC(=O)Nc1ccc2c(c1)OCCO2)C(=O)CC1CCCC1 – GlmU inhibition = -4.7%
Cc1cc(C)c(C)c(Cn2c(CO)nc3ccccc32)c1C – GlmU inhibition = 0.6%
COCCCNC(=S)Nc1ccc(CC(=O)O)cc1 – GlmU inhibition = -3.8%
CC(=O)Nc1ccc(C(=O)OCc2ccccc2Br)cc1 – GlmU inhibition = -0.2%

(continued)
smiles | GlmU inhibition | Mtb RmlCD inh
COc1cc(OC)cc(-c2nc(-c3ccccc3)no2)c1 | 1.8% | 4
Cc1cccc(OCC(=O)Nc2ccc(N3CCN(C(=O)c4ccccc4)CC3)cc2)c1 | 2.0% | 2
CCCOc1ccc(C2C(C(=O)OC)=CN(CCOC)C=C2C(=O)OC)cc1 | -3.4% | 44
CCOC(=O)CCc1c(C)c2c(C)nn(-c3ccccc3)c2[nH]c1=O | -8.7% | -5
O=C(Nc1ccc(Oc2cccnc2)cc1)c1cccc([N+](=O)[O-])c1 | -7.1% | 7
CN(Cc1ccccc1)C(=O)c1c[nH]c2ccc(S(=O)(=O)N3CCOCC3)cc2c1=O | 2.8% | .
O=C(O)CCC(=O)Nc1cccc(C(=O)Nc2ccc(Br)cc2)c1 | 1.9% | -9
Cc1nn(C)cc1C(C(=O)NC1CCCCC1)N(C(=O)Cc1cccs1)c1ccc(F)cc1 (stereo unspecified) | -3.1% | -1

Reprinted from the part before: two entries; new compounds follow.
smiles | GlmU inhibition | Mtb RmlCD inh
O=C(O)CCC(=O)Nc1cccc(C(=O)Nc2ccc(Br)cc2)c1 | 1.9% | -9
Cc1nn(C)cc1C(C(=O)NC1CCCCC1)N(C(=O)Cc1cccs1)c1ccc(F)cc1 (stereo unspecified) | -3.1% | -1
COc1cc(NC(=O)c2cc(-n3cnnc3)ccc2Cl)cc(OC)c1 | 1.5% | 2
FC(F)(F)c1cccc(NCc2n[nH]c(=S)n2C2CCCCC2)c1 | -0.6% | -10
CCOC(=O)C1(CCc2ccccc2)CCN(C(=O)[C@@H]2C[C@@H](C)NC(=S)N2)CC1 | -5.6% | .
CC(=O)c1cccc(NC(=S)NC(=O)c2ccc(C)cc2)c1 | -4.4% | -4
O=C(NCc1ccccc1)c1cc[n+](CC(=O)c2cccs2)cc1 | -5.5% | 1
O=C(CS(=O)CC(=O)N(CC(=O)NC1CCCC1)C1CCCCC1)Nc1ccc(F)cc1 (stereo unspecified) | 2.0% | .
COc1ccc(-c2cn3ccc4ccccc4c3n2)cc1 | 3.2% | .
CCOc1ccc(-c2nc(CSCC(=O)N3CCN(c4cccc(OC)c4)CC3)c(C)o2)cc1 | 3.0% | -7
